12-LOX inh: blocks human arachidonate 12S-lipoxygenase. purified 12hLO, xylenol orange hydroperoxide absorbance. 580,000 tested, 1.1% active. AID 1671190. Potency, µM (titrated, usually from 108 µM), inactives show top-dose activity change, negative = inhibition, hits mostly inhibitors; active = well fitted inhibition curve with a large enough effect; inconclusive = small, poorly fitted or top-dose-only effect, or another doubt; inactive = no such curve, though single readings can be large or run the other way
Target sequence (P18054 whole entry, looked up): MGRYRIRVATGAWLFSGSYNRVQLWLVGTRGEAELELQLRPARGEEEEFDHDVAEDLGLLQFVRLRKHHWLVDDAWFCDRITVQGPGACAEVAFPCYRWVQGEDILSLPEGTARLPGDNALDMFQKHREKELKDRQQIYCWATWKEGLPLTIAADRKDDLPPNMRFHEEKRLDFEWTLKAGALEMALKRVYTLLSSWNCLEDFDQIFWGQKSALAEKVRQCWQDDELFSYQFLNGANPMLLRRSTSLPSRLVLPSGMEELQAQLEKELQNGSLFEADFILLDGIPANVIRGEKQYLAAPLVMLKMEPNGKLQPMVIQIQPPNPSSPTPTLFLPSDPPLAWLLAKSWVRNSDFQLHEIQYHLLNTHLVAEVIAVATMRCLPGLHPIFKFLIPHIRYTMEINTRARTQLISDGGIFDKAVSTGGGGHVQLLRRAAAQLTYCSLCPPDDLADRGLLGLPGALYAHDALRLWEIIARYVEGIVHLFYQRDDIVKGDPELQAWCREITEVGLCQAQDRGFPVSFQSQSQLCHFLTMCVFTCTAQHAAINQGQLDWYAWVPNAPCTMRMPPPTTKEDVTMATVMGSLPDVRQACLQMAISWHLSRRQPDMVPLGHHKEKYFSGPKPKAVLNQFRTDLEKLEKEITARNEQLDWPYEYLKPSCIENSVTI
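Purified human 12hLO at 150 nM in 25 mM Hepes, 0.01% Triton X-100, pH 7.0, preincubated 15 min at room temperature with compound. Reaction started with 40 uM arachidonic acid, 30 min at room temperature. Hydroperoxide measured by Fe-xylenol orange, 573/405 nm absorbance ratio.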
The depositor's hits bear a star; [ ] = remark or other dose. % is set by controls: 0 for no effect and ±100 for the full control effect; potency is the fitted concentration of half-maximal effect. Only part of the results is shown; rates above refer to the full screens.

For COc1ccc(CN2C(=O)CO[C@H](c3ccc(NC(=O)c4ccccc4OC)cc3)[C@H]2CO)cc1 the results were 12-LOX inh 40.6%[activator].
Screening CCC1C(=O)NCCN1Cc1ccc2c(c1)CN(Cc1ccc3c(c1)OCCO3)CCO2 (stereo not given) returned 12-LOX inh 18.5%.
`Cc1cc(C(=O)CSc2n[nH]c(C(C)C)n2)c(C)n1C` gave 12-LOX inh -28.3%.
For O=C(Cc1csc(-c2ccsc2)n1)Nc1ccnn1Cc1ccccc1Br the results were 12-LOX inh inconclusive.
Screening CN(Cc1nccs1)c1cc(C2CC(O)C2)ncn1 (stereo not given) returned 12-LOX inh 28.6%.
For O=C(O)c1ccccc1Cc1ccc(F)c2ccccc12 the results were 12-LOX inh -53.5%.
`CC(=O)c1ccc(NC(=O)N2Cc3[nH]cnc3C[C@H]2c2nc(-c3ccc(F)cc3)no2)cc1` gave 12-LOX inh 4.3%.
Cn1c(=O)c2c(-c3ccc(F)cc3)n(CC(N)=O)cc2n(C)c1=O was read as 12-LOX inh -23.8%.
`CCc1cccc(NC(=O)NCC(O)c2ccc(F)c(F)c2)c1` (stereo not given) gave 12-LOX inh inconclusive.
For COC(=O)C1CN(Cc2cn(Cc3ccccc3)nn2)CCS(=O)(=O)N1Cc1ccc(OC)cc1 (stereo not given) the results were 12-LOX inh -4.9%.
Screening Cc1cc(OCCCN2CCC(C(O)(c3ccccc3)c3ccccc3)CC2)ccc1Br returned 12-LOX inh inconclusive.
`Cc1cc(C)cc(-n2cccc2)c1` gave 12-LOX inh inconclusive.
`CN1c2cccnc2CN(C(=O)Nc2ccc(Cl)cc2)CC[C@H]1CO` gave 12-LOX inh 10.4%[176 µM].
`Cc1c(CCC(=O)N2CCCC2)c(=O)oc2cc(O)ccc12` gave 12-LOX inh 17.8%.
`Cn1nccc1C(=O)NCC1CCC2(CCN(Cc3c(O)ccc4ccccc34)CC2)O1` (stereo not given) gave 12-LOX inh 3.5%.
For Cn1c(=O)n([C@H]2CCCN(S(=O)(=O)Cc3ccccc3)C2)c2ncccc21 the results were 12-LOX inh -3.2%.
Screening CN(CC(=O)Nc1ccc(Cl)c(Cl)c1)Cc1ncc(-c2ccc(F)cc2)o1 returned 12-LOX inh 15.1%.
Screening C=CCn1c(SCC)nc2c1c(=O)n(C)c(=O)n2C returned 12-LOX inh inconclusive.
`CC(C)c1noc(C2CCCN(C(=O)NC(C)(C)C)CCC(=O)NCC2)n1` (stereo not given) gave 12-LOX inh 41.8%[activator].
`Cn1nc(-c2nncn2-c2ccccc2)c2c1CCN(C(=O)c1ccncc1)C2` gave 12-LOX inh -5.5%.
Screening C=CCNC(=O)[C@@H]1CCCN1C1(C(=O)NC)CCOCC1 returned 12-LOX inh -5.4%[176 µM].
Screening Cc1ccccc1OCC(=O)N1C[C@@H](CN2CCCCC2)[C@@H](CO)C1 returned 12-LOX inh 13.5%.
Nc1ccc(C2=CSC3=NCCCN23)cc1 was read as 12-LOX inh 1.2%.
Screening COC(=O)c1sc2cccc(F)c2c1S(=O)(=O)N1CCN(c2cccc(Cl)c2)CC1 returned 12-LOX inh 5.1%.
Cc1ccc(-c2csc(Nc3ccc(S(N)(=O)=O)cc3)n2)cc1C was read as 12-LOX inh 44.7µM*.
`COc1ccc(-c2nc3ccc(Br)cn3c2Cc2ccccc2C(F)(F)F)cc1OC` gave 12-LOX inh inconclusive.
O=C(O)c1cc(Br)cc(S(=O)(=O)NC2CCCCC2)c1 was read as 12-LOX inh 45.9%[activator].
CCCNC(=O)C1(C)CCN(C(=O)COc2ccc(C(C)(C)C)cc2)C1 (stereo not given) was read as 12-LOX inh 0.9%.
`CCCn1cnnc1-c1nc2c([nH]1)CC(c1ccccc1OC)CNC2=O` (stereo not given) gave 12-LOX inh 46.3%[activator].
C/C(=N\OC(=O)c1c(F)cccc1F)c1ccc(F)cc1F was read as 12-LOX inh -3.6%.
`c1csc(-c2nc(NC3CCCC3)c3ccccc3n2)c1` gave 12-LOX inh -4.9%.
For C[S+](=O)([O-])c1ccc(CC(=O)N2CC(COc3ccccc3)C3(C2)CN(c2ccccc2)C3)cc1 (stereo not given) the results were 12-LOX inh 0.0%.
Screening CNC(=O)c1ccc(CN(C2CC2)S(=O)(=O)c2ccc3c(c2)CCC3)cc1 returned 12-LOX inh 4.2%.
For O=C(CCc1ncc(-c2ccc(F)cc2F)o1)N1CCN(S(=O)(=O)c2cccc(F)c2)CC1 the results were 12-LOX inh -3.5%.
`CN(C)C(=O)c1c[nH]c2cccnc12` gave 12-LOX inh inconclusive.
COC(=O)[C@@H](NC(=O)Nc1cc(-c2n[nH]c(=O)c3ccccc23)ccc1C)C(C)C was read as 12-LOX inh -0.3%.
Screening CC(C)C(OC(=O)Cc1c[nH]c2ccccc12)C(=O)NC(N)=O (stereo not given) returned 12-LOX inh 8.1%.
Screening Cc1ccccc1C(=O)NCCC1=CCCCC1 returned 12-LOX inh 23.0%.
Screening O=C(Cc1n[nH]c(=O)c2ccccc12)OCC(=O)N1CCCC1=O returned 12-LOX inh -10.7%.
Screening CC(C)C(NC(=O)N(C)Cc1ccccc1)c1ccc2c(c1)OCCO2 (stereo not given) returned 12-LOX inh -5.2%.

Some of these compounds in order of number of heavy atoms, low to high.
`CN(C)C(=O)c1c[nH]c2cccnc12` gave 12-LOX inh inconclusive.
Screening C=CCNC(=O)[C@@H]1CCCN1C1(C(=O)NC)CCOCC1 returned 12-LOX inh -5.4%[176 µM].
Screening COC(=O)c1sc2cccc(F)c2c1S(=O)(=O)N1CCN(c2cccc(Cl)c2)CC1 returned 12-LOX inh 5.1%.
`COc1ccc(-c2nc3ccc(Br)cn3c2Cc2ccccc2C(F)(F)F)cc1OC` gave 12-LOX inh inconclusive.
For O=C(CCc1ncc(-c2ccc(F)cc2F)o1)N1CCN(S(=O)(=O)c2cccc(F)c2)CC1 the results were 12-LOX inh -3.5%.
For C[S+](=O)([O-])c1ccc(CC(=O)N2CC(COc3ccccc3)C3(C2)CN(c2ccccc2)C3)cc1 (stereo not given) the results were 12-LOX inh 0.0%.

Structures shown so far that have a COOH group (two):
For O=C(O)c1ccccc1Cc1ccc(F)c2ccccc12 the results were 12-LOX inh -53.5%.
O=C(O)c1cc(Br)cc(S(=O)(=O)NC2CCCCC2)c1 was read as 12-LOX inh 45.9%[activator].

Continuation:
`O=C(O)c1ccc(C2SCCCS2)cc1` gave 12-LOX inh 8.4%.
`OC(c1ccc(F)c(F)c1)c1nc(-c2cnc3ccccc3c2)cs1` (stereo not given) gave 12-LOX inh -11.3%.
For COc1cc(NC(=O)c2nc3ccccc3nc2OC)cc(OC)c1 the results were 12-LOX inh inconclusive.
Screening CC(C)CNC(=O)C1COC2(CCN(C(=O)c3ccccc3F)CC2)N1C(=O)c1cccc(F)c1 (stereo not given) returned 12-LOX inh 19.4%.
Screening FC(F)(F)c1cccc(CSc2cccc3cccnc23)c1 returned 12-LOX inh -3.8%.
C[C@H]1CN([C@@H](C)CO)C(=O)CCCn2nncc2CO[C@@H]1CN(C)S(=O)(=O)c1ccccc1 was read as 12-LOX inh 3.0%.
Cc1nc(C2(C)CCN(C(=O)Cc3c(C)noc3C)CC2)no1 was read as 12-LOX inh 22.7%.
For COc1ccc(Nc2cc3c(cn2)NCCN(Cc2ccccc2)C3)cc1 the results were 12-LOX inh inconclusive.
Cc1cccc(NC(=O)c2nc[nH]c2C(=O)NC[C@H](C)O)c1 was read as 12-LOX inh 19.9%.
For CN1[C@@H](CCC(=O)NCc2cccnc2)CNC(=O)[C@@H]2[C@H]1CCN2Cc1ccc(F)cc1 the results were 12-LOX inh 40.9%[activator].
Screening Cc1ccc(N(C(=O)c2cccs2)C2C=CS(=O)(=O)C2)cc1C (stereo not given) returned 12-LOX inh -0.6%.
Screening CN(Cc1ccccc1)Cc1ccc(-c2ccccc2)cc1 returned 12-LOX inh 58.8%[activator][176 µM].
Cn1ccc(NC(=O)c2cc(-c3ccccc3F)cc3c2OCCN3Cc2cccnc2)n1 was read as 12-LOX inh 8.5%.
Screening COc1ccc(-c2ccc3c(n2)CN(CCOc2ccccc2)C(=O)CO3)cc1F returned 12-LOX inh inconclusive.
For COc1ccccc1C(=O)N1CCCn2nc(C)c(-c3ccnn3C(C)C)c21 the results were 12-LOX inh 4.0%[176 µM].
Screening O[C@@H]1C[C@@H](c2nnc3n2CCN(Cc2ccc(F)c(F)c2)C3)N(Cc2cccnc2)C1 returned 12-LOX inh 24.6%.
`Fc1ccc(-c2csc(/C=C/c3cccc(OCc4ccccc4)c3)n2)cc1` gave 12-LOX inh inconclusive.
For COc1ccc(C(C(=O)Nc2c(C)cccc2C)N2CCN(C)CC2)cc1 (stereo not given) the results were 12-LOX inh -6.8%.
Screening Cc1c(CN(C)C(=O)CC2C(=O)NCCN2CC(C)(C)C)[nH]c2ccccc12 (stereo not given) returned 12-LOX inh 29.1%.
`Cc1ccccc1S(=O)(=O)N[C@H]1CC[C@@]23CCCN2C(=O)CCC[C@H]3[C@H]1C` gave 12-LOX inh -3.7%.
Screening CC1(C)[C@H]2CC[C@@H](CNC(=O)c3cccnc3)[C@@H]1C2 returned 12-LOX inh -8.9%[176 µM].
Screening CCCS(=O)(=O)N1CCC2(CCCCO2)CC1 returned 12-LOX inh 52.5%[activator].
CCOc1cc2c(cc1OCC)C(c1ccc(OC)cc1)N(c1ccc(C(=O)OC)cc1)C(=O)C2 (stereo not given) was read as 12-LOX inh -36.8%.
Cc1ccc(CC(=O)NC2CCN(c3nnc4cccc(C)n34)CC2)cc1 was read as 12-LOX inh 56.9%[activator].
COCCNC(=O)CCc1c(C)nn(-c2ccc(OC)cc2)c1Oc1ccccc1F was read as 12-LOX inh 4.0%.
Screening COc1cc(C(=O)N2CCCN(c3cc(-c4ccc(C)c(C)c4)[nH]n3)CC2)cc(OC)c1OC returned 12-LOX inh -8.1%.
CN(CC1CCOCC1)C(=O)c1c(F)cccc1Cl was read as 12-LOX inh 15.5%.
Cc1ccc(C#N)c(N2CCCC(c3n[nH]c(=O)n3-c3ccccc3)C2)n1 (stereo not given) was read as 12-LOX inh 21.1%.
`COCCn1cc2c3c(cccc31)CN(C(=O)Cc1ccccc1C)CC2` gave 12-LOX inh 13.3%.
Screening O=C1NC2(CN(C(=O)c3ccccc3)C2)Oc2ccccc21 returned 12-LOX inh 61.0%[activator][176 µM].
CN1c2cc(C(=O)Nc3ccc(Oc4ccccc4)cc3)ccc2C(=O)N2CCCCCC21 (stereo not given) was read as 12-LOX inh -2.8%.
`Cc1cc2ncc(C(=O)NC3CCCCC3)cn2n1` gave 12-LOX inh -2.0%[176 µM].
Screening CCOCCCNc1oc(/C=C/c2ccc(OC)c(OC)c2)nc1C#N returned 12-LOX inh 1.3%.
`COc1ccccc1-c1ccnc(N[C@H]2CO[C@H]3[C@@H]2OC[C@@H]3NS(=O)(=O)c2cccs2)n1` gave 12-LOX inh 25.4%.
CC(C)C1=NOC2(CCN(Cc3cccc(C(F)(F)F)c3)CC2)C1 was read as 12-LOX inh 61.4%[activator][176 µM].
Screening COc1ccc(C(O)c2cc3c(cc2NC(=O)c2ccc(Cl)cc2)OCCO3)cc1 (stereo not given) returned 12-LOX inh inconclusive.
For C=CCCC(=O)N1CCOc2c(O)cc(-c3nc4ccccc4s3)cc2C1 the results were 12-LOX inh 0.7%.
For Cc1ccn(CCCNc2cc(C(C)C)ncn2)n1 the results were 12-LOX inh 41.1%.
Screening COc1ccc(N2CCN(C(=O)CN3C(=O)C(c4ccccc4)=NC3(C)C)CC2)cc1 returned 12-LOX inh -7.4%.
`CC(C)CN(C(=O)CSc1nnc(-c2cccs2)n1C1CC1)C1CCS(=O)(=O)C1` (stereo not given) gave 12-LOX inh -0.6%.
`CCn1cc(CN(C)C(=O)CCC[C@H]2NC[C@@H]3C[C@H]2CN(Cc2ccccc2)C3)c(C)n1` gave 12-LOX inh 28.7%.
Screening Cc1ccn2c(C(=O)NCc3cccnc3N3CCN(C)CC3)c(C)nc2c1 returned 12-LOX inh 42.5%[activator].
For CN1C(=O)C(c2ccccc2)CC12CCN(C(=O)C1CCCC1)CC2 (stereo not given) the results were 12-LOX inh 33.6%[activator].
For O=Cc1ccc([B-](F)(F)F)o1 the results were 12-LOX inh 0.0%.
`CC(=O)Nc1ccc(CNC2CCC(C(F)(F)F)CC2)cc1` (stereo not given) gave 12-LOX inh inconclusive.
For CCc1ccc(C2=NN(C(=O)Cc3ccc(OC)cc3)C(O)(C(F)(F)F)C2)cc1 (stereo not given) the results were 12-LOX inh -23.6%.
For CC(=O)N1c2ccc(S(=O)(=O)N(C)CC(=O)NCCc3ccc(Cl)cc3)cc2CC1C (stereo not given) the results were 12-LOX inh 4.6%.
`O=C1NCCCCCCN(Cc2ccncc2)[C@@H]2CN(S(=O)(=O)Cc3cccc(F)c3)CC[C@H]12` gave 12-LOX inh 8.3%.
Screening O=C(/C=C/c1ccc(F)c(F)c1)c1cc2ccccc2o1 returned 12-LOX inh 8.3%.
Screening O=C(NCCNC(=O)c1ccccc1Nc1ccccc1)c1ccccc1Nc1ccccc1 returned 12-LOX inh inconclusive.
For O=C(CC[C@H]1NC(=O)c2ccccc2NC1=O)Nc1n[nH]c(Cc2ccc(F)cc2)n1 the results were 12-LOX inh 21.1%.
For Cc1nnnn1-c1cccc(NC(=O)NC2CCCCC2)c1 the results were 12-LOX inh 20.3%.
For O=C(NCc1ccccc1F)N1C[C@@H](CN2CCCCC2)[C@@H](CO)C1 the results were 12-LOX inh 30.6%[activator].
For COC(=O)c1sc(NC(=O)C2CCCC2)c(C(=O)OC)c1C the results were 12-LOX inh -5.5%.
`CCn1cc(S(=O)(=O)N2CCC(Cc3nncn3C)C2)cn1` (stereo not given) gave 12-LOX inh 43.6%[activator].
CCN1C(=O)CC(CC(=O)N2CCC(c3nc4ccc(F)cc4[nH]3)CC2)(c2ccccc2C)C1=O (stereo not given) was read as 12-LOX inh inconclusive.
`O=C1C(c2ccccc2)=S=C2c3ccccc3C=CN12` gave 12-LOX inh inconclusive.
CCOC(=O)c1c(S(=O)(=O)N2CCOCC2)nn(CC)c1C was read as 12-LOX inh -7.0%.

Assay outcomes as filed in PubChem.
